# Compound activity from PubChem.
# KCC2 mod: KCC2 (human) Cl- transport modulation | Q9H2X9 | KCC2 cells, thallium flux FluoZin-2 fluorescence | B-score of Tl+ flux slope (higher = more flux/activation; lower = inhibition) at 10 µM | hit rate 2.2% among 190,000 | AID 1456;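 active = thallium flux slope and its plate-corrected score both differing from the plate sample mean at a set confidence after two filtering rounds, in either direction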;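 also: slope of fluorescence scaled to starting intensity during 10 to 20 s after thallium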
# Target sequence (Q9H2X9 whole entry, looked up): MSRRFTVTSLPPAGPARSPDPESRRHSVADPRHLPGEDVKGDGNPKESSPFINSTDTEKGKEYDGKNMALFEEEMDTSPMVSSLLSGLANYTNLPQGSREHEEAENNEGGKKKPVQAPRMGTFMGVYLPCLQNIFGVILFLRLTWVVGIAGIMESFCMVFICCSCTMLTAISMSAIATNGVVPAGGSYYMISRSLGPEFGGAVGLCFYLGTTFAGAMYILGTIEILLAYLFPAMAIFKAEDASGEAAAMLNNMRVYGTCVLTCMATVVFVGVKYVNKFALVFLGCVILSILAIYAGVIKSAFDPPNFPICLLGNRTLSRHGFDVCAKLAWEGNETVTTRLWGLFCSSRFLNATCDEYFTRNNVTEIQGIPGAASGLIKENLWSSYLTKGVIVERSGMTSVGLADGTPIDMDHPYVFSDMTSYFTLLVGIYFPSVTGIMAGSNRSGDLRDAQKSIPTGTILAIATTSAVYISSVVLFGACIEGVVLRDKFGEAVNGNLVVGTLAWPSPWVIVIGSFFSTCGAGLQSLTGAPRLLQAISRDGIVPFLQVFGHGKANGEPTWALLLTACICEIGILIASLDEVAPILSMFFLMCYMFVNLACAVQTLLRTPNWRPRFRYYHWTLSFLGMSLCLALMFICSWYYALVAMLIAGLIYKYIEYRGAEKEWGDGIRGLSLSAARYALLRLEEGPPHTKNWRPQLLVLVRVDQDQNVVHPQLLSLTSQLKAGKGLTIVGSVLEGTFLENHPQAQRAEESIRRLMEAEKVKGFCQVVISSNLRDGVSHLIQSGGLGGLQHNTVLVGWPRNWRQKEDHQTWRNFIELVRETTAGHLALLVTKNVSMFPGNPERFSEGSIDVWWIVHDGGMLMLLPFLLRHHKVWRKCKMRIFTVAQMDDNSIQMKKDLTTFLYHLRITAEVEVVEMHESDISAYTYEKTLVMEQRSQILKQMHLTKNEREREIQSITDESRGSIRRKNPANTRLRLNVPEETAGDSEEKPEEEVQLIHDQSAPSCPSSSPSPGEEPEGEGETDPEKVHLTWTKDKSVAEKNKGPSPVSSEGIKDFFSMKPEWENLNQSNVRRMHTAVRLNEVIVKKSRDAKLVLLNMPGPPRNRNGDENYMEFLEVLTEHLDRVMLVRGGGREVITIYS
# p47phox inh: inhibitors of human p47phox binding; P14598; p47phox/p22phox peptide binding, fluorescence polarization, 2 h; inhibition, % at 24.7 µM; hit rate 0.53% among 220,000;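 also: 0% = p47phox with labelled peptide and 100% = labelled peptide alone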
# Furin inh: blocks human furin protease activity; inhibition, % at 30 µM; hit rate 0.061% among 220,000; P09958; purified furin, fluorogenic substrate cleavage; AID 463115; in the data active = inhibition above about 25%; also: inactives centre near -15
# Rad51 HR inh: blocks human Rad51 in homologous recombination; AID 1385; hit rate 0.085% among 200,000; inhibition, % at 10 µM; Q06609; hRad51 DNA strand exchange, fluorescence dequenching;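 active = inhibition above 40% at the single screening dose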;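 also: 0% = DMSO control wells and 100% = blanks with heterologous ssDNA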
#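 Material: human Rad51–ssDNA filaments; Probe or stimulus: labelled 47-mer dsDNA for strand exchange; Doses: single 10 µM dose; Incubation: 37 °C 15-min filament assembly, 30-min compound preincubation, 15-min exchange; Technique: FRET fluorescence dequenching, excitation 485 nm, emission 520 nm; Measure: Fluorescence-based percent inhibition, control- and blank-normalised; Benchmarks: plate control and blank wells.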
# thrombin 1536: blocks human thrombin protease activity; P00734; inhibition, % at 5 µM; alpha-thrombin, Boc-VPR-AMC fluorogenic substrate cleavage; AID 1046; hit rate 0.26% among 220,000;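 active = inhibition at or above 40%; inactive = inhibition below 40%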;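 also: 0% = enzyme with no compound and 100% = wells without enzyme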
#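 signal = AMC fluorescence, 355/460 nm | material = human alpha-thrombin enzyme | control set = enzyme without compound as high, wells lacking enzyme as low | times = reaction at room temperature | read-out basis = percent inhibition scaled between no-compound controls and no-enzyme blanks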
# 14-3-3 Bad PPI: disrupts binding of bovine 14-3-3 zeta to phospho-Bad peptide; P63103; inhibition, % at 21.7 µM; hit rate 0.71% among 220,000; TR-FRET 14-3-3zeta/Dy647-pBad peptide displacement, 1 h;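 active = inhibition above about 70%, limit read from the data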;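 also: 0% = full 14-3-3 plus peptide FRET controls and 100% = background without 14-3-3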
# EBV gp42 inh: inhibitors of Epstein-Barr virus glycoprotein 42; inhibition, % (tested at 21.74 µM); hit rate 0.42% among 220,000; Fluorescence polarization binding assay, mP read-out; Q1HVG2; in the data active = inhibition above about 50%
# eIF4E 4G PPI: eIF4E/eIF4G interaction inhibition in translation initiation. P63073+Q04637. hit rate 0.37% among 220,000. inhibition, % at 21.7 µM. TR-FRET eIF4E-eIF4GI(517-606) binding, 2 h;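 also: 0% = full FRET control wells and 100% = background wells lacking eIF4GI fragment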
# KLK5 inh: blocks human kallikrein 5 protease activity | AID 873 | Q9Y337 | recombinant hK5, fluorogenic AMC substrate cleavage | inhibition, % at 5 µM | hit rate 0.59% among 210,000;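 active = inhibition of 40% or more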;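 also: 0% = enzyme controls without compound and 100% = no-enzyme blanks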
# * marks the source's active call; other numbers are inactive results; · = no result given; & = joins results of further samples; [ ] = remark or other dose.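 The calls were made as follows, unless noted: active = inhibition above about 30% (limit read from the data); inactive = the rest.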 Hits appear at their usual frequency; 4.7% or so of the library scored in one or more.
# Values in the order – KCC2 mod	p47phox inh	Furin inh	Rad51 HR inh	thrombin 1536	14-3-3 Bad PPI	EBV gp42 inh	eIF4E 4G PPI	KLK5 inh
O=C(NNC(=S)Nc1ccccc1)c1ccccc1[N+](=O)[O-]
  0.62	-4	-25	-8	4	-7	-10	-5	-105
COc1ccc(CCNC(=O)C2CCCN2C(=O)NC2CCCCC2)cc1OC (centres undefined)
  ·	-4	-2	-3	3	3[fluorescence artefact?]	-9	-1[fluorescence artefact?]	-5
O=C(Nc1ccccc1)N1CCC(=S)Nc2ccccc21
  -0.7	1	-7	·	-1	-10[fluorescence artefact?]	5	4	-12
COCCCNS(=O)(=O)c1ccc2c(c1)CCN2C(C)=O
  ·	-3	-21[20 µM]	2	-2	18[fluorescence artefact?]	-6	1	1
O=C(CSc1nc2c(c(=O)[nH]1)CCCC2)Nc1ccc(Cl)cc1F
  -0.58	-11	-10	-6	-3	2	10	-5	0
Cc1ccc(-c2nnc(Nc3ccc4c(c3)nc(C)n4C)c3ccccc23)cc1
  ·	-14	-2	2	-1	-1	11	0	4
COC(=O)C(=O)/C=C(\O)c1c(C)cc(C)cc1C
  0.45	-12	-19	6	-1	-7	-30	3	-1
Cc1c(/C(O)=C2/C(=O)C(=O)N(CCN3CCOCC3)C2c2cccnc2)cnn1-c1ccccc1 (centres undefined)
  -0.015	-8	-10[20 µM]	-4	2	3	-12	-1	-4
COC(=O)C1CSC(C(=O)OC)N1C(=O)CN1CC(C)OC(C)C1 (centres undefined)
  ·	-8	-16[20 µM]	-1	-22	-11	1	-4[fluorescence artefact?]	-22
O=C(NC(=S)NCCC1=CCCCC1)c1ccccc1Br
  46*	-12	-15	4	-6	30	-8	18	3
COC(=O)c1cn(-c2cccc(C)n2)cn1
  0.57	-6	-16	-31	-2	-1	-6	3	-11
Cc1csc(Sc2ccc([N+](=O)[O-])cc2C(=O)OCC(=O)NC(=O)NC(C)(C)C)n1
  -0.54	-8	-14[20 µM]	2	4	-19[fluorescence artefact?]	2	13[fluorescence artefact?]	-5
CCOC(=O)C1=C2NC(=O)c3ccccc3N2C(=O)C1
  40*	-8	-25	-16	-23	-12	-8	-5	-6
Cn1c(N)c(C(=O)c2cc(-c3ccncc3)nc3ccccc23)c(=O)n(C)c1=O
  0.27	-9	-15	12	-4	-2	-19	2	0
O=C(c1cc2cccc([N+](=O)[O-])c2oc1=O)N1CCOCC1
  0.19	-11	0	-5	-3	0	-17	0	-1
CCCCc1ccc(-c2c(C#N)c(N)nc3c2CCCC3)s1
  1	-23	-14[20 µM]	4	1	-8	-15	-8	-20
CCc1ccc(-c2cc(N)n(-c3ccccc3)n2)cc1
  -1.2	-6	-13	-8	12	9	-13	0	0
CCOC(=O)c1ccc(NC(=O)C2=C(C)Nc3nc(CCCO)nn3C2c2cccc(C)c2)cc1 (centres undefined)
  ·	-16	-1	2	5	-13	-8	-1	21
O=C(COc1ccccc1F)NCC(c1ccco1)N1CCCC1 (centres undefined)
  1.2	-1	-17	3	0	-17	1	-5	16
N#C/C(=C\Nc1ccc2c(c1)OCCO2)c1nc(-c2ccccc2)cs1
  0.9	-29	-17	·	-3	-15[fluorescence artefact?]	-35	3[fluorescence artefact?]	-8
Cc1onc(-c2ccccc2)c1C(=O)Nc1ccon1
  0.47	36*	-16[20 µM]	-8	2	11	-12	-2	-13
CCC(=O)Nc1ccc(Cl)c(NC(=O)c2cccc(OC)c2)c1
  -0.091	-15	-11	4	·	2	-17	1	-6
CCOC(=O)NN1C(=O)c2ccccc2NC1C (centres undefined)
  0.43	3	-26	-6	-7	-10	3	-1	-13
CCOC(=O)c1sc2nc(COC(=O)c3c(F)cccc3F)[nH]c(=O)c2c1C
  1.1	-47	-12	-19	-15	-2	-29	-4	-3
CCOC(=O)c1c(Cc2cccc(Cl)c2)c[nH]c1C
  -0.76	-9	-11	-2	-1	6	-2	3	5
CCCCC(=O)Nc1ccc(C(=O)N2CCN(c3ccccc3OC)CC2)cc1
  ·	-8	-1[20 µM]	·	-9	-4	-19	2[fluorescence artefact?]	-2
S=C(NCc1ccncc1)Nc1ccccc1
  -2	-1	-17	-4	1	-8	0	-1	0
Nc1c(C(=O)O)sc2nc(-c3ccccc3)cc(-c3ccc(Cl)cc3)c12
  -4.1	-11	-10	-2	-1	4	-4	3	3
CCOC(=O)C1CCN(C(c2ccc(OC)c(OC)c2)c2sc3nc(C)nn3c2O)CC1 (centres undefined)
  -0.052	5	-26	-4	-2	3	7	1	-23
CN(CC(=O)Nc1nc2ccccc2s1)S(=O)(=O)c1ccc(Br)cc1
  0.069	-25	-4[20 µM]	-4	5	0[fluorescence artefact?]	-18	1	-2
CON/C=N/C(=S)Nc1ncc(C(F)(F)F)cc1Cl
  75*	-12	-35	8	-1	-9	-7	-8	-18
CCCn1nnnc1NCc1ccc(N2CCCC2)cc1
  0.051	-6	-20[20 µM]	5	-1	-7	4	1	-10
Nc1cccc(Nc2nc(OC(C(F)(F)F)C(F)(F)F)nc(OC(C(F)(F)F)C(F)(F)F)n2)c1
  1.2	-14	-15[20 µM]	-4	5	-7	-13	-10	2
Cc1ccc(CSCC(=O)NCCc2ccccc2)cc1
  -1	-4	-3	5	6	-6	2	-4	-30
O=C(C1CCN(S(=O)(=O)N2CCC3(CC2)OCCO3)CC1)N1CCN(Cc2ccccc2)CC1
  ·	-10	-8	2	-1	-2	-5	5	1
CCCCOC(=O)c1cc(C)nc2ccc(Br)cc12
  -0.081	-7	-20[20 µM]	-1	-8	-16[fluorescence artefact?]	-13	-34	-4
Cc1cc(C)cc(NC(=O)OCCN2CCN(Cc3ccccc3)CCC2=O)c1
  -0.63	-34	-20	-8	0	-8[fluorescence artefact?]	-17	5	-6
CC1=C(C(=O)N2CCCCC2)C(c2cccs2)C2=C(CCCC2=O)N1 (centres undefined)
  0.96	·	-15[20 µM]	11	2	·	·	·	138*
C=CCn1nc(-c2ccccc2)c(N2CCCCC2)cc1=O
  0.93	4	-13	19	1	-13	-10	1	-6
O=C(NCCN1C(=O)S/C(=C/c2cccnc2)C1=O)C1CC(=O)N(Cc2ccccc2)C1 (centres undefined)
  -0.016	14	-11	2	-11	-6	15	1	-1

# Three of the compounds above, with bars between the fields:
canonical_smiles | KCC2 mod | p47phox inh | Furin inh | Rad51 HR inh | thrombin 1536 | 14-3-3 Bad PPI | EBV gp42 inh | eIF4E 4G PPI | KLK5 inh
CCOC(=O)NN1C(=O)c2ccccc2NC1C (centres undefined) | 0.43 | 3 | -26 | -6 | -7 | -10 | 3 | -1 | -13
CN(CC(=O)Nc1nc2ccccc2s1)S(=O)(=O)c1ccc(Br)cc1 | 0.069 | -25 | -4[20 µM] | -4 | 5 | 0[fluorescence artefact?] | -18 | 1 | -2
Cc1onc(-c2ccccc2)c1C(=O)Nc1ccon1 | 0.47 | 36* | -16[20 µM] | -8 | 2 | 11 | -12 | -2 | -13

# Remaining list, next part:
# Values in the order – KCC2 mod	p47phox inh	Furin inh	Rad51 HR inh	thrombin 1536	14-3-3 Bad PPI	EBV gp42 inh	eIF4E 4G PPI	KLK5 inh
Cc1cc2cc3c(cc2nc1SCC(=O)OC(C)C)OCCO3
  -0.18	-4	-21[20 µM]	3	-5	91*[fluorescence artefact?]	-24	6[fluorescence artefact?]	5
COc1ccc2c(C)cc3n[nH]c(=S)n3c2c1
  27*	2	-5	7	-1	27	-11	33*	-6
O=C(Nc1ccccc1C(=O)Nc1ccc2c(c1)OCO2)c1cccs1
  0.85	-10	-3[20 µM]	3	1	3	-12	1	-10
CCCc1nn2c(N)c(/C=C3\C=Nc4ccccc43)c(=O)nc2s1
  -0.4&-1.3	-70&-53	-17&-9	5	-11	2&2	-12&4	-5&-3	-1&-7
Cn1c(-c2cc(Cl)ccc2O)nc2c1c(=O)[nH]c(=O)n2Cc1ccccc1
  0.79	-8	-23	-6	-2	-14	-4	4	-11
O=C(Nc1cccnc1)c1ccco1
  ·	-11	-21[20 µM]	4	2	15	-7	1	-8
Cn1nc([N+](=O)[O-])nc1Sc1nnnn1-c1cccc(C(=O)O)c1
  0.22	-11	-17	-3	-4	0	-11	-6	-2
CCCOc1ccc(-c2nc(OC)c3ccccc3n2)cc1
  0.47	-4	-14[20 µM]	-1	-6	-8	-9	2	1
COc1ccc(OC)c2sc(NC(=O)c3ccc(Br)s3)nc12
  6.1*	-6	-28	-4	1	47	16	-6	-4
C=CCNc1sc(C(=O)c2ccc(C)cc2)c(N)c1C#N
  -0.017	-14	-11[20 µM]	-4	6	-3[fluorescence artefact?]	5	-5[fluorescence artefact?]	-2
CNC(=S)N1CCC(NC(=O)c2ccco2)CC1
  0.7	-6	-8	0	29	-7	2	-3	18
COc1ccccc1NC(=O)C1=C(C)Nc2nnnn2C1c1ccccn1 (centres undefined)
  -0.79	-8	-29[20 µM]	5	2	-6	6	-2	7
CCn1nc(C(=O)OCC(=O)c2cc(C)n(Cc3cccs3)c2C)c2ccccc2c1=O
  -1.4	-24	-13[20 µM]	-4	-4	-5	-29	-4[fluorescence artefact?]	-24
Cc1cc(C)n(CCNC(=O)CC2C(=O)NCCN2Cc2ccc(C)o2)n1 (centres undefined)
  -0.096	8	-21	·	-3	0	7	4	13
Cc1ccc(C(=O)N2CCN(Cc3ccc4c(c3)OCO4)CC2)cc1[N+](=O)[O-]
  -0.015	-2	-11	7	-5	-13	-5	-1	-17
CCc1ccc(-c2cn3c(n2)SCC3)cc1
  1.7	-8	-10	5	7	-5	-15	2	-1
O=C(O)c1ccc(Sc2nnc(-c3cccc(Br)c3)o2)c([N+](=O)[O-])c1
  ·	-11	-20[20 µM]	1	4	-1	-23	-3	-17
Cc1ccccc1Nc1nc(N)nc(COC(=O)c2cccc(S(=O)(=O)N(C)C)c2)n1
  -0.6	2	0	0	-7	4	-15	-8[fluorescence artefact?]	-12
C=CCn1c(=S)[nH]c2sccc2c1=O
  7.8*	-9	-26	-37	-12	-3	-16	1	1
COc1cc2c(cc1OC)C(=S)NC(C)(C)C2
  -0.042	-4	-6[20 µM]	9	4	-3	-5	-2	-7
CSc1nnc(-c2ccccc2)n1C
  0.015	-13	-3[20 µM]	-3	1	9	-2	-2	14
O=C(CSc1nnc(Cc2cccs2)n1C1CCCCC1)N1CCN(C(=O)c2ccco2)CC1
  -0.091	-14	-24	-3	0	-13	-21	-10	0
C=CCOC(=O)C1=C(C)NC(=O)NC1c1ccc(OC(=O)c2ccco2)c(OC)c1 (centres undefined)
  -3.3*	-14	-3	4	-3	6[fluorescence artefact?]	-9	1	4
CC12CCC(C(=O)N3CCCc4ccccc43)(OC1=O)C2(C)C (centres undefined)
  -0.72	4	-20	3	-3	-10	-16	-2	-10
COc1cc2c(cc1OC)C(c1cccc(OC)c1OC)CC(=O)N2 (centres undefined)
  ·	-9	-13	11	-5	-1	4	4	5
c1ccc(OCc2nnc(-c3ccccc3)o2)cc1
  -0.29	11	-23	5	-2	-6	-13	-3	-3
CCOc1ccc(NC(=O)N(CCC(C)C)C(C)c2ccco2)cc1 (centres undefined)
  ·	-13	-18	·	-12	-11	-15	3[fluorescence artefact?]	-26
COc1ccc(CNc2nc3nc(C)cc(C)n3n2)cc1OC
  ·	1	-15	-1	-4	4	-12	4	-7

# Printed as active in p47phox inh (from the list above):
mol | KCC2 mod | p47phox inh | Furin inh | thrombin 1536 | 14-3-3 Bad PPI | EBV gp42 inh | eIF4E 4G PPI | KLK5 inh
Cc1onc(-c2ccccc2)c1C(=O)Nc1ccon1 | 0.47 | 36* | -16[20 µM] | 2 | 11 | -12 | -2 | -13
